# HTR5A ag ctr: HTR5A agonism, opioid heterodimer counter-screen; P47898; HTR5A agonist assay, luminescence, cell-based; activation, % at 9.3 µM; 340,000 compounds, 0.61% hits; in the data active means activation mostly above about 9.5%, no sharp cut-off; inactive means mostly below about 7.6%;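 further: 0% = cells with vehicle only and 100% = reference agonist; strong numbers were not always called active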
# SR-BI DiI inh: blocks mouse SR-BI lipid uptake from DiI-HDL. ldlA[mSR-BI] CHO cells, DiI-HDL uptake fluorescence, 3 h. inhibition, % at 12.5 µM. 320,000 compounds, 0.96% hits;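 active means mean replicate inhibition of at least 70% and a set share of replicates each scoring 70 or more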;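 further: 0% = median of neutral control wells and 100% = median of positive control wells; values of inactives mirror those of a sister screen read the other way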
# dFosB activator: enhances mouse delta FosB homodimer DNA binding; purified delta FosB, TAMRA-CDK5 oligo fluorescence polarization; percent of positive-control signal above neutral wells; P13346; activation, % at 25 µM; 340,000 compounds, 0.99% hits;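 active means mean activation above about 17%, with every replicate also reaching it, limit read from the data, passing the limit was not always enough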;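 further: fluorescence polarization rise as delta FosB binds a TAMRA Cdk5 AP-1 oligo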
# Target sequence (P13346 whole entry, looked up): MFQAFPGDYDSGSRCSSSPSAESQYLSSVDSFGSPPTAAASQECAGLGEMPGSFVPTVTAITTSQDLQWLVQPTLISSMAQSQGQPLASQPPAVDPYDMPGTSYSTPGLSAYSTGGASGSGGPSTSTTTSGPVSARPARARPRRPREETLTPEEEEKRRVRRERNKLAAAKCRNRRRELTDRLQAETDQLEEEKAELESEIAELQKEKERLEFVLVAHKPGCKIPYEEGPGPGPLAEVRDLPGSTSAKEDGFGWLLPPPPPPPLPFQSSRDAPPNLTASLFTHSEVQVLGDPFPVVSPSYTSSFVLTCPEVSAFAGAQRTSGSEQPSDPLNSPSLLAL
# MITF act: activators of MITF-driven TRPM1 promoter activity in SK-MEL-5 cells; 300,000 compounds, 0.75% hits; SK-MEL-5 TRPM1-promoter luciferase, 24 h; % of positive control, neutral wells = 0; activation, % at 12.5 µM; AID 588334;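 active means mean activation of at least 80% with every replicate also reaching 80%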;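 further: 0% = neutral control wells and 100% = parthenolide positive control wells; values of inactives mirror those of a sister screen read the other way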
# PvdQ acylase: P. aeruginosa PvdQ acylase inhibition | purified PvdQ acylase, fluorescence plate reader | inhibition, % at 10 µM | 340,000 compounds, 0.063% hits | AID 488965; in the data active means inhibition above about 30%, passing the limit was not always enough;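 further: 0% = vehicle neutral wells and 100% = reference inhibitor wells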
# Rtt109 HAT inh: C. albicans Rtt109 histone acetyltransferase inhibition; purified Rtt109/Vps75, ThioGlo CoA-SH fluorescence, 4 h; 330,000 compounds, 0.16% hits; inhibition, % at 34.9 µM;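 active means inhibition of at least 50% in every replicate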
# cardiac RTF act: cardiac RTF calcium sensitization; P19429+P45379; IANBD-labeled TnC RTF fluorescence at EC20 calcium; 0% EC20 calcium, 100% full calcium; activation, % at 7.2 µM; 340,000 compounds, 0.24% hits;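 active means activation above the mean over all tested compounds plus 3 SD, cut at about 30% in these data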;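 further: rise in fluorescence read as greater calcium sensitivity of cardiac thin filaments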
# SR-BI DiI-HDL act: activators of SR-BI mediated HDL lipid uptake | CHO ldlA[mSR-BI] cells, DiI-HDL uptake fluorescence, 3 h; 100 = double the neutral-control signal | activation, % at 12.5 µM | 320,000 compounds, 0.096% hits;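 active means mean replicate activation of at least 60% and every replicate at or above 60%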;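 further: 0% = median plate neutral-control signal and 100% = twice that signal; values of inactives mirror those of a sister screen read the other way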
#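 Material: SR-BI-overexpressing, LDLR-lacking CHO cells | Dosing: Single compound concentration, delivered by pin transfer | Probe or stimulus: Labelled HDL, 10 µg/mL | Signal: Bottom-read cell fluorescence after medium removal, ex 550/em 595 nm | Schedule: 3 h, 37 °C | Evaluation: HDL uptake via cellular fluorescence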
# CDK5 inh: inhibitors of human CDK5/p35 kinase | Q00535+Q15078 | Recombinant CDK5/p35, ADP-Glo luminescence, 60 min | inhibition, % at 10 µM | 330,000 compounds, 0.01% hits;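 active means highest replicate inhibition of at least 50% and at least 75% of replicates reaching 50%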;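 further: plate controls were DMSO neutral control for no effect and GW8510 at 10 µM for full effect; many of its hits are not listed in these tables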
# Target sequence (Q00535 whole entry, looked up): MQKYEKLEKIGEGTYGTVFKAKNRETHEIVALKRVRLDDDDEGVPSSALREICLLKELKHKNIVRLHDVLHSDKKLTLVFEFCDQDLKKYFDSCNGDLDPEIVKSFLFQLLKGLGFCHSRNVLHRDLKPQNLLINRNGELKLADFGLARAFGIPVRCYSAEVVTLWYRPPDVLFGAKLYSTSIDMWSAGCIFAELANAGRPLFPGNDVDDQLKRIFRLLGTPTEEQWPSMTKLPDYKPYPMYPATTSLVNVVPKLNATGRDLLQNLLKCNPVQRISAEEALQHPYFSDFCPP
# Target sequence (Q15078 whole entry, looked up): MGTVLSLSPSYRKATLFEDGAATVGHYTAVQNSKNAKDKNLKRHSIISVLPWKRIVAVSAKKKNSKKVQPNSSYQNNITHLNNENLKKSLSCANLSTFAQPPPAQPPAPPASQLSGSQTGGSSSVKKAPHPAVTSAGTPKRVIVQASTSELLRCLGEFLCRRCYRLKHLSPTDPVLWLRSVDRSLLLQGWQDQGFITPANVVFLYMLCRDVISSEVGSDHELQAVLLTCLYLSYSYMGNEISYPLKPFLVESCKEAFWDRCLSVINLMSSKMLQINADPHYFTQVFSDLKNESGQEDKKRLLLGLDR
# Wnt act: Wnt/beta-catenin pathway activation; Wnt/beta-catenin reporter cell assay, activator, plate reader; activation, % at 9.35 µM; 300,000 compounds, 1.2% hits; in the data active means activation above about 30%, passing the limit was not always enough;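 further: 0% = neutral control wells and 100% = positive control wells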
# * hit, by the source's call; / = not tested or not shown.
SMILES,HTR5A ag ctr,SR-BI DiI inh,dFosB activator,MITF act,PvdQ acylase,Rtt109 HAT inh,cardiac RTF act,SR-BI DiI-HDL act,CDK5 inh,Wnt act
CC1(C)N=C(c2cccs2)C(C)(C)N1O,-5,/,-2,-8,-13,-5,-3,/,0.1,-3
Nc1nc2ccc(Cl)cc2o1,-1,-9,7,2,-11,-5,-4,9,0.4,-2
O=C(CCCC(=O)N1CCN(c2cccc(Cl)c2)CC1)c1ccccc1,0,-4,-9,14,-5,-1,-4,4,1.7,2
COc1ccc(NC(=O)CN2CCN(C(=S)NC3CCCC3)CC2)cc1,-6,-11,-3,-3,-9,2,4,11,0.8,0
Cc1cccc(NC(=O)COc2cccc3c2CCN(C)C3=O)c1C,-2,13,-12,-3,-7,8,-1,-13,-0.3,-4
O=C(CN1C(=O)NC2(CCCCCCC2)C1=O)Nc1ccc(Br)cc1Br,7,32,0,36,-15,11,4,-32,-1.7,-5
Cc1ccc(NC(=O)/C=C/c2ccco2)nc1,2,-6,-15,-1,-2,0,-1,6,-1.1,2
COc1cccc(CNC(=O)Cn2c(=O)oc3ccccc32)c1OC,3,/,2,-3,-20,-6,5,/,-2.3,-2
O=C(Nc1nc2c(s1)CCCC2)c1cccs1,1,19,0,45,-16,0,0,-19,1.3,/
O=C(Nc1ccc(N2CCN(C(=O)c3ccco3)CC2)cc1)c1cc(Br)ccc1Cl,-1,63,-4,-2,-15,2,-1,-63,-0.7,-2
O=C(Cn1cc(C(F)(F)F)ccc1=O)NC(c1ccccc1)c1ccccc1,2,11,0,7,-12,-3,2,-11,1.3,1
CCCOC(=O)C1[C@H]2C(=O)N(CCCOC)C[C@]23C=C[C@H]1O3 (some centres not stated),2,-24,-3,0,-7,1,8,24,-0.9,-1
Cc1c(C(=O)O)sc(=S)n1CCOc1ccccc1,4,5,-3,2,5,/,2,-5,1.3,/
O=C(COc1ccccc1)NNC(=O)c1ccc(Cl)cc1,-1,-6,12,22,-17,-10,4,6,-0.5,5
Cc1ccc(-n2c(SCC(=O)Nc3cc(C)on3)nc3ccccc3c2=O)cc1,-1,12,3,8,-15,-1,-2,-12,-0.9,/
CCc1ccc(CNC(=O)c2ccc(NC(=O)C3=CSCCO3)cc2)cc1,6,7,23*,42,-15,1,-2,-7,0.8,7
COc1cccc(C2CC(c3cccs3)=NN2C(=O)CSC2=NCCS2)c1OC (configuration not stated),-3,0,-11,3,-8,-5,1,0,-0.8,-1
CC(/C=N/Nc1nc(N2CCCCC2)nc(N2CCCCC2)n1)=C\c1ccccc1,-3,-22,-3,1,4,6,2,22,-2.1,/
Cc1cccc(NC(=S)N2CCN(c3ccccn3)CC2)c1,1,1,3,/,-2,-3,-4,-1,-0.4,1
Cc1cccc(NC(=O)CSc2nnc(-c3ccco3)n2CC2CCCO2)n1 (configuration not stated),-15,-27,-3,9,-1,-13,-2,27,1.8,0

# An excerpt from above in order of molar mass, high to low.
SMILES,HTR5A ag ctr,SR-BI DiI inh,dFosB activator,MITF act,PvdQ acylase,Rtt109 HAT inh,cardiac RTF act,SR-BI DiI-HDL act,CDK5 inh,Wnt act
CC(/C=N/Nc1nc(N2CCCCC2)nc(N2CCCCC2)n1)=C\c1ccccc1,-3,-22,-3,1,4,6,2,22,-2.1,/
Cc1cccc(NC(=O)CSc2nnc(-c3ccco3)n2CC2CCCO2)n1 (configuration not stated),-15,-27,-3,9,-1,-13,-2,27,1.8,0
O=C(Cn1cc(C(F)(F)F)ccc1=O)NC(c1ccccc1)c1ccccc1,2,11,0,7,-12,-3,2,-11,1.3,1
CCc1ccc(CNC(=O)c2ccc(NC(=O)C3=CSCCO3)cc2)cc1,6,7,23*,42,-15,1,-2,-7,0.8,7

# (continued)
SMILES,HTR5A ag ctr,SR-BI DiI inh,dFosB activator,MITF act,PvdQ acylase,Rtt109 HAT inh,cardiac RTF act,SR-BI DiI-HDL act,CDK5 inh,Wnt act
S=C(NCC1CCCO1)Nc1ccc(Cl)cc1 (configuration not stated),-5,3,1,6,12,-2,3,-3,-0.2,4
CCn1ncc(Br)c1C(=O)Nc1cc(C)on1,3,-11,0,6,-23,17,1,11,-2.4,-1
Cc1ccccc1CN1C[C@@H]2C[C@@H](c3ccc4nsnc4c3)N3CCC[C@@]23C1=O,-4,/,-18,-6,-5,0,0,/,-0.2,-1
CCOC(=O)[C@H]1[C@H]2COc3ccc(C)cc3[C@@H]2N2C(=O)c3ccc(F)cc3NC(=O)[C@@]12C,6,4,-5,-12,-2,10,-4,-4,-1.3,4
CCn1c(=O)c(C(=O)Nc2ncccc2O)c(O)c2ccccc21,3,-6,26*,-25,-14,-1,0,6,-0.4,-3
O=C(C1CC(=O)N(c2ccc(F)cc2)C1)N1CCCCC1 (configuration not stated),-1,7,-2,7,-8,-25,-5,-7,-3.1,2
Cc1ccc(CNC(=O)CN(c2cccc([N+](=O)[O-])c2)S(C)(=O)=O)cc1,-4,0,4,-4,4,14,2,0,-0.6,0
O=C(NCCN1CCCC1)c1cccc(Cl)c1,-3,-10,2,-9,-11,-5,-1,10,0.9,-3
CC(C)C(=O)NC(=S)Nc1ccc(S(=O)(=O)N2CCCC2)cc1,0,-4,7,6,-3,7,5,4,-0.2,-1
Cc1ccccc1CCN1CCCC(CN(C)CC(C)(C)C)C1 (configuration not stated),2,-4,3,/,-6,-3,3,4,0.3,-2
O=C(NCCCN1CCN(Cc2ccccc2)CC1)c1nnc(Cc2c(F)cccc2Cl)o1,2,0,-7,6,-16,-12,1,0,-1.5,/
COc1ccc(C2SCC(=O)N2c2nnc(C34CC5CC(CC(C5)C3)C4)s2)cc1 (configuration not stated),-4,24,-1,-9,-14,10,6,-24,1.5,-2
COc1cc(/C=N/O)cc(Br)c1OC,-1,-8,6,4,0,1,-3,8,0.9,-5
Cc1ccc(NS(=O)(=O)c2ccc(CCC(=O)NCc3cccnc3)cc2)cc1,-1,-4,-1,1,-7,3,-2,4,0.5,-3
CCCn1nc(NC(=O)c2ccco2)c2cc3cc(C)ccc3nc21,-3,15,-8,/,5,-3,-3,-15,5.9,3
O=C(CCn1cnc2ccccc2c1=O)Nc1ccc(S(=O)(=O)N2CCCC2)cc1,8,14,-14,-8,-12,1,3,-14,-1.6,/
Cc1ccc2c(c1)N(CC(=O)NC1CCC(C)CC1)C(=O)CO2 (configuration not stated),4,8,-6,/,-10,-1,-4,-8,-1.5,/
COc1ccc(-n2c3c(cc(C(=O)N4CCC(C)CC4)c2=O)C(=O)CC(C)(C)C3)cc1,-1,-3,-4,-10,-16,-5,6,3,0.4,1
Nc1ccc(C2(c3ccc(N)cc3)OC(=O)c3ccccc32)cc1,-4,-15,2,-9,3,/,-1,15,-1.0,-1
O=c1c2ccccc2n2c(-c3cccc(F)c3)nnc2n1Cc1ccccc1,1,-2,-7,1,4,2,12,2,-1.7,-3

# Reformatted field by field: part of the list above
O=C(NCCN1CCCC1)c1cccc(Cl)c1
- HTR5A ag ctr: -3
- SR-BI DiI inh: -10
- dFosB activator: 2
- MITF act: -9
- PvdQ acylase: -11
- Rtt109 HAT inh: -5
- cardiac RTF act: -1
- SR-BI DiI-HDL act: 10
- CDK5 inh: 0.9
- Wnt act: -3

CC(C)C(=O)NC(=S)Nc1ccc(S(=O)(=O)N2CCCC2)cc1
- HTR5A ag ctr: 0
- SR-BI DiI inh: -4
- dFosB activator: 7
- MITF act: 6
- PvdQ acylase: -3
- Rtt109 HAT inh: 7
- cardiac RTF act: 5
- SR-BI DiI-HDL act: 4
- CDK5 inh: -0.2
- Wnt act: -1

Cc1ccccc1CCN1CCCC(CN(C)CC(C)(C)C)C1 (configuration not stated)
- HTR5A ag ctr: 2
- SR-BI DiI inh: -4
- dFosB activator: 3
- MITF act: /
- PvdQ acylase: -6
- Rtt109 HAT inh: -3
- cardiac RTF act: 3
- SR-BI DiI-HDL act: 4
- CDK5 inh: 0.3
- Wnt act: -2

O=C(NCCCN1CCN(Cc2ccccc2)CC1)c1nnc(Cc2c(F)cccc2Cl)o1
- HTR5A ag ctr: 2
- SR-BI DiI inh: 0
- dFosB activator: -7
- MITF act: 6
- PvdQ acylase: -16
- Rtt109 HAT inh: -12
- cardiac RTF act: 1
- SR-BI DiI-HDL act: 0
- CDK5 inh: -1.5
- Wnt act: /

# Later entries
SMILES,HTR5A ag ctr,SR-BI DiI inh,dFosB activator,MITF act,PvdQ acylase,Rtt109 HAT inh,cardiac RTF act,SR-BI DiI-HDL act,CDK5 inh,Wnt act
Cn1c(-c2ccccc2)c(C(=O)CC#N)c2ccccc21,6,40,-7,-19,-9,-1,-4,-40,-0.1,4
COc1ccc(NC(=S)N2CCC(c3ccc(C)cc3)C2)cc1 (configuration not stated),2,-1,-10,12,-22,0,0,1,-6.6,5
Cc1ccc(C(=O)COC(=O)c2cccc(NC(=O)c3ccc([N+](=O)[O-])cc3[N+](=O)[O-])c2)cc1,-1,57,-12,/,9,3,3,-57,1.2,/
Cc1nc2nc(COc3ccccc3)[nH]n2c(=O)c1Cl,-1,-44,-2,/,-13,5,2,44,-4.7,9
N#CC1(c2ccccc2)CCCN1C(=O)c1ccccc1Br (configuration not stated),3,1,5,8,-15,9,-3,-1,-1.5,/
O=C1NC(=O)C2(N1)c1ccccc1-c1ccccc12,3,-10,-7,8,-17,-8,6,10,-2.9,-1
COc1ccccc1NC(=O)C(=O)N/N=C/c1cccs1,-1,8,-14,48,3,0,2,-8,0.7,15
CCc1nc(NCc2cccnc2)c2oc3ccccc3c2n1,1,6,-19,-6,17,5,0,-6,0.6,-2
CCOc1ccc2nc3cc(NCc4ccc(OC)cc4)ccc3c(N)c2c1,9,36,-199,-61,-13,5,76*,-36,0.3,/
COc1ccc(OC)c(S(=O)(=O)NCCCc2ccccc2)c1,0,-19,-5,0,-11,-17,0,19,-0.3,-2
O=C(Nc1ccc(C(=O)OC[C@@H]2CCCN3CCCC[C@H]23)cc1)c1cccc(Br)c1,-2,21,-20,4,-28,1,0,-21,-3.5,-2
C=CCOc1ccc(/C=C/C(=O)Nc2ccc(C(=O)NC)cc2)cc1,1,11,-6,1,11,16,1,-11,2.0,4
Cc1oc2c(C)c(O)ccc2c(=O)c1-c1nncn1-c1ccccc1,-3,-25,-13,-11,-9,-7,3,25,1.3,-1
Cc1ccc(CSCC(=O)N(CCC(C)C)c2c(N)n(Cc3ccccc3)c(=O)[nH]c2=O)cc1,-2,16,-5,-18,-13,-9,-10,-16,-1.4,-1
Cc1cccc(-c2nc(S(=O)(=O)c3ccc(F)cc3)c(NCCCN3CCOCC3)o2)c1,4,-35,-6,6,-4,-13,1,35,2.2,-12
O=C(Cn1nnc(-c2ccccc2)n1)N1CCCCC1,2,6,-3,41,8,0,-3,-6,0.9,1
O=C(NCCCN1CCN(c2cccc(Cl)c2)CC1)c1ccc(N2CCCC2=O)cc1,-7,19,4,8,-2,1,-2,-19,-0.2,/
CN(CC(=O)Nc1cccc(F)c1)CC(=O)Nc1ccccc1[N+](=O)[O-],-3,21,-9,-10,-26,-4,13,-21,-6.1,5

# High-throughput results (PubChem)
